Compound activity: PubChem, several laboratories
Myeloid diff MLP = promotes myeloid progenitor differentiation; ER-HoxA9 myeloid progenitors, lysozyme-GFP differentiation, flow cytometry; calls only at 10 µM; 360,000 compounds, 1% hits;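 active = normalized GFP-positive differentiation at or above the plate's own cutoff, the solvent-only control mean plus 3 SD; inconclusive = no clear call, values can overlap the other calls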;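 note: cells exposed to compound for four days before flow analysis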
NS5 inhibitors = Dengue-2 NS5 methyltransferase inhibitors, primary screen, biochemical, confirmation dose response (AID 588689) | Dengue-2 NS5 methyltransferase capping enzyme assay, biochemical; higher % means a stronger effect | inhibition, % at 25 µM, or IC50 in µM where a hit was titrated | 340,000 compounds, 0.3% hits; in the data active = a potency from the dose series; inconclusive = inhibition above about 29% without an active follow-up result
NS5 inhibitors pilot replicate = recorded beside NS5 inhibitors, whose call it bears; inhibition, %; measured here: pilot screen replicate inhibition
Myeloid diff MLP GFP+ MAC1+ % = recorded beside Myeloid diff MLP, whose call it bears; GFP+ MAC1+ double positive, %; measured here: differentiation confirmed by MAC1 staining
* hit, by the source's call; i = inactive; ? = inconclusive; . = not tested or not shown; + = active, no number.

SMILES	Myeloid diff MLP	Myeloid diff MLP GFP+ MAC1+ %	NS5 inhibitors	others
CCCn1c(N)c(C(=O)CSc2nnc3ccccn23)c(=O)[nH]c1=O	i	0.4	16%
CCOC(=O)c1nc2ccc(C)cc2c2c1C1CC(c3c(Cl)cccc31)N2C(=O)OCc1ccccc1 (stereo unspecified)	i	1.8	2%
COc1ccc(C)cc1NC(=O)c1cc(C2CC2)nc2c1c(C)nn2C1CCS(=O)(=O)C1 (stereo unspecified)	i	0.6	1%
COc1ccc(C(=O)NCCOc2cccc(Oc3ccccc3)c2)cc1OC	i	1.7	1%
CC(=O)NC12CC3CC(C1)CC(C(=O)N1CCN(S(=O)(=O)c4cccc([N+](=O)[O-])c4)CC1)(C3)C2	i	0.7	-1%
Cc1ccc(NC(=O)CSCC(=O)N(C)Cc2ccc(Cl)c(Cl)c2)cc1	i	0.4	-10%
COC(=O)c1ccc(C)cc1C1CN=NC12Cc1cc(C)ccc1C2=O (stereo unspecified)	i	1.5	-6%
CCc1cccc(C)c1NC(=O)COC(=O)CC1CCCC1	i	1.0	3%
CC[C@@H]1C/C=C\Cc2ccccc2[C@H](C(=O)C[C@H](O)CC(C)=O)OC1=O	i	0.7	0%	NS5 inhibitors pilot replicate=1.5
C=CCNC(=O)c1onc(CSc2ccc(F)c(F)c2)c1C(=O)NCC=C	i	0.8	-2%
COc1ccccc1CNC(=O)C(=O)NCCC1CCCCN1S(=O)(=O)c1cccs1 (stereo unspecified)	i	0.9	1%
CC12CCC(=O)N1C(C(=O)Nc1nc3ccccc3s1)CS2 (stereo unspecified)	i	0.5	-3%

Looked up by compound from the entries so far, 4 records:
SMILES	Myeloid diff MLP	Myeloid diff MLP GFP+ MAC1+ %	NS5 inhibitors	others
COc1ccccc1CNC(=O)C(=O)NCCC1CCCCN1S(=O)(=O)c1cccs1 (stereo unspecified)	i	0.9	1%
C=CCNC(=O)c1onc(CSc2ccc(F)c(F)c2)c1C(=O)NCC=C	i	0.8	-2%
CC12CCC(=O)N1C(C(=O)Nc1nc3ccccc3s1)CS2 (stereo unspecified)	i	0.5	-3%
CCOC(=O)c1nc2ccc(C)cc2c2c1C1CC(c3c(Cl)cccc31)N2C(=O)OCc1ccccc1 (stereo unspecified)	i	1.8	2%

More compounds:
SMILES	Myeloid diff MLP	Myeloid diff MLP GFP+ MAC1+ %	NS5 inhibitors	others
C[C@@H]1CN([C@@H](C)CO)C(=O)CCCn2nncc2CO[C@H]1CN(C)C(=O)c1ccccc1	i	0.2	-4%
Cc1cc(C=O)c(C)c2c1[nH]c1ccccc12	i	0.7	-2%
CC(OC(=O)CNC(=O)c1ccc(Cl)c([N+](=O)[O-])c1)C(=O)NC1CCCCC1C (stereo unspecified)	i	0.7	-1%
O=[N+]([O-])c1ccc(NCCCc2ccccc2)cc1	i	1.0	0%
COc1ccc(C(=O)Nc2cc(Cl)ccc2N2CCOCC2)cc1S(=O)(=O)N1CCOCC1	i	0.3	4%
O=C(NCC(=O)N1CCCCC1)c1sc2ccccc2c1Cl	i	0.3	-2%
COc1cccc(-c2ncc3ccccc3c2COC(=O)c2ccc(F)cc2)c1	i	2.5	2%
C[C@H]1CCCCO[C@H](CN(C)Cc2ccccc2)[C@@H](C)CN([C@@H](C)CO)C(=O)c2cc(NC(=O)CCC(F)(F)F)ccc2O1	i	0.3	3%
COc1ccc(NC(=O)N(C)C[C@@H]2OCc3cnnn3CCCC(=O)N([C@H](C)CO)C[C@@H]2C)c(OC)c1	i	0.6	-8%
O=C(c1cccc(S(=O)(=O)N2CCOCC2)c1)N1CCCC(C(F)(F)F)C1 (stereo unspecified)	i	1.3	1%
O=S(=O)(N=C1C=CC(=NS(=O)(=O)c2ccccc2)c2ccccc21)c1ccccc1	+	17*	19µM*
C[C@@H]1CN([C@@H](C)CO)C(=O)CCCn2nncc2CO[C@H]1CN(C)S(=O)(=O)c1ccccc1F	i	0.8	-9%
Cc1cc(C(=O)Nc2ccc(Br)cn2)sc1C	i	0.6	9%
CC(C)(C)OC(=O)CC[C@@H](C(=O)NCCCCCCCCCCC(=O)N1CCN(C(=O)OC(C)(C)C)CC1)n1cc(CCCCCNC(=O)OC(C)(C)C)nn1	?	.	-4%
COc1ccccc1N1CCN(CC(=O)Nc2c(C)n[nH]c2C)CC1	i	0.9	0%
Cc1ccc(CN(C)CC(=O)Nc2ccccc2C(=O)NC2CC2)o1	i	2.0	0%
COCCN(C(=O)C1=COCCO1)c1c(N)n(CC(C)C)c(=O)[nH]c1=O	i	0.4	4%
N#CCCN(C(=O)COC(=O)/C=C/c1cccs1)c1ccccc1	i	0.7	2%
Cc1ccc(SCCC(=O)OCC(=O)Nc2ccc(C(N)=O)cc2)cc1	i	1.0	-9%
CCOC(=O)c1cc2c(c(CCO)n1)[C@@H](CCO)N(S(=O)(=O)C(C)(C)C)C2	i	0.5	2%	NS5 inhibitors pilot replicate=-3.4
CC(C)(C)NCC(O)COc1cccc2[nH]c(=O)[nH]c12 (stereo unspecified)	i	1.9	1%
O=C(COc1cccnc1[N+](=O)[O-])N1CCC(Cc2ccccc2)CC1	i	0.5	10%
COc1cc(-c2nnc(COC(=O)CSCC(=O)Nc3cc(C)on3)o2)cc(OC)c1OC	i	1.6	-12%
CN(C)/C=C(/C(=O)c1ccccc1Cl)S(=O)(=O)c1ccccc1	i	1.4	-5%

Arranged by heavy-atom count (lowest first): some entries from above
SMILES	Myeloid diff MLP	Myeloid diff MLP GFP+ MAC1+ %	NS5 inhibitors	others
N#CCCN(C(=O)COC(=O)/C=C/c1cccs1)c1ccccc1	i	0.7	2%
COc1ccccc1N1CCN(CC(=O)Nc2c(C)n[nH]c2C)CC1	i	0.9	0%
COCCN(C(=O)C1=COCCO1)c1c(N)n(CC(C)C)c(=O)[nH]c1=O	i	0.4	4%
COc1cc(-c2nnc(COC(=O)CSCC(=O)Nc3cc(C)on3)o2)cc(OC)c1OC	i	1.6	-12%

Later entries
SMILES	Myeloid diff MLP	Myeloid diff MLP GFP+ MAC1+ %	NS5 inhibitors	others
CCCCOc1ccc(C(=O)NCC(=O)N2CC=C(c3ccccc3)CC2)cc1	i	1.1	-9%
CCOC(=O)C1=CN(Cc2ccco2)S(=O)(=O)N(C)C1c1cccc(OC)c1 (stereo unspecified)	i	0.8	5%	NS5 inhibitors pilot replicate=-0.6
COc1ccc(COC(=O)c2ccc(Cl)c(S(=O)(=O)N3CC(C)OC(C)C3)c2)cc1 (stereo unspecified)	i	0.7	-1%
Cc1cc(C(=O)CCC(=O)Nc2ccc(C(N)=O)cc2)c(C)s1	i	0.5	1%
O=C(NCCC1CCCCN1S(=O)(=O)c1ccccc1)C(=O)NCc1ccccc1 (stereo unspecified)	i	3.0	-10%
CC1(C)CC(=O)C=C(c2n[nH]nc2C2=CCCCC2)C1	i	0.3	7%
CC(C)C(NCC(=O)Nc1ccccc1C(=O)NC1CC1)c1ccccc1 (stereo unspecified)	i	0.8	-3%
CSc1ccccc1NC(=O)CN1CCN(S(=O)(=O)c2ccccc2[N+](=O)[O-])CC1	i	0.1	-7%

Not all compounds are listed; count on the stated rates, not on these rows.
